TAAR1 antag = antagonists of human TAAR1 | hit rate 1.5% among 360,000 | CHO RD-HGA16 TAAR1, Fluo-8 calcium fluorescence, antagonist | Q96RJ0 | inhibition, % at 3 µM;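 active = inhibition above a per-plate cutoff, the mean inhibition of test compounds on that plate plus 3 SD, cut at about 49% in these data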;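 also: 0% = DMSO plus EC80 beta-PEA response and 100% = DMSO alone without agonist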
Target sequence (Q96RJ0 whole entry, looked up): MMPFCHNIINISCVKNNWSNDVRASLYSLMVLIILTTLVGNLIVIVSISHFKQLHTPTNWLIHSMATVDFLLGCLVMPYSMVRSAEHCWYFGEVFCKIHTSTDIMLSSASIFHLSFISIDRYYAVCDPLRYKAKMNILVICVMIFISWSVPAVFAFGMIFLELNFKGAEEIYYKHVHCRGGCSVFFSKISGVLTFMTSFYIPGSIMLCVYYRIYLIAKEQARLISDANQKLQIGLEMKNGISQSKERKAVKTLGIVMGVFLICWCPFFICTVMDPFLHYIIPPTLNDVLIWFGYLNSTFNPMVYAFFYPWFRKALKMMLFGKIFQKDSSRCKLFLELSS
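Material: CHO RD-HGA16 cells bearing hTAAR1; compound dosing: one-point dosing, 3 µM nominal final; schedule: dye loading 75 min at 37 °C, then 30 min room temperature; measured by: calcium fluorescence with Fluo-8; control set: vehicle and agonist controls; replication: n of 1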
OXTR potentiator = potentiates the human oxytocin receptor response | AID 2445 | hit rate 0.061% among 320,000 | CHO-OTR cells, Fluo-8 calcium fluorescence, potentiator mode; 0% = oxytocin EC15, 100% = EC100 | P30559 | activation, % at 3 µM;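 active = activation above that plate's cutoff, the mean activation of tested compounds plus 3 SD, cut at about 6.6% in these data, passing the limit was not always enough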;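 also: 100% uses oxytocin at 75 nM as the full agonist control; some results filed as inactive read as strong as hits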
Target sequence (P30559 whole entry, looked up): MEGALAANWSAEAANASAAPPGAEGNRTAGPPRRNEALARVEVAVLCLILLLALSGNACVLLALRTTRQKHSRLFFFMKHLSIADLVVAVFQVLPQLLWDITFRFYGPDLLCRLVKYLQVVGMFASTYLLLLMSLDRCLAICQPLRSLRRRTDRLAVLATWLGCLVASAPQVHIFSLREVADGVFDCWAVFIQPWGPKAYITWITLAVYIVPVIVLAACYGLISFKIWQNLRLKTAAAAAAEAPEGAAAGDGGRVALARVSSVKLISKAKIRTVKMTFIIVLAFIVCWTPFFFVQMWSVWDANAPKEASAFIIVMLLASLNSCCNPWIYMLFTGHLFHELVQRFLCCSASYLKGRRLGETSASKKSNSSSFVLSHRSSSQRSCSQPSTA
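Replication – single well per compound, singlicate · Assay system – CHO cell line stably expressing human OTR · Timing – 6 min pre-incubation, 100 s read · Measure – normalized max/min fluorescence ratio, % activation · Doses – 3.0 µM, one dose · Detection – Fluo-8 calcium dye fluorescence · Probe or stimulus – oxytocin near EC15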
CHO-K1 Ca antag = counter-screen for M1 antagonists: effect in parental CHO-K1 cells; ATP-induced calcium, Fluo-8 fluorescence; inhibition, % at 3 µM; hit rate 0.6% among 360,000;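 active = inhibition above a per-plate cutoff, the plate's mean sample inhibition plus 3 SD, cut at about 24% in these data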;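 also: 0% = DMSO plus EC80 ATP and 100% = DMSO alone without ATP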
CHO-K1 Ca ag = nonselective activator or artifact in parental CHO-K1 cells; Fluo-8 calcium fluorescence; scaled to maximal ATP response, vehicle zero; AID 602248; hit rate 0.48% among 360,000; activation, % at 3 µM; in the data active = activation above about 15%;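 also: untransfected CHO-K1 host cells lacking M1 receptor as counterscreen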
M1 PAM parental = counter-screen for M1 PAMs: effect in parental CHO-K1 cells; ATP EC20, Fluo-8 calcium fluorescence; 0% at ATP EC20, 100% at ATP max; activation, % at 3 µM; hit rate 0.02% among 360,000;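 active = activation above the run cutoff, the mean activation of all test compounds plus 3 SD, cut at about 40% in these data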;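 also: peak over basal fluorescence ratio in a 140 s read after ATP addition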
OXTR agonist = activates the human oxytocin receptor | activation, % at 3 µM | CHO-OTR cells, Fluo-8 calcium fluorescence; normalized: DMSO 0%, oxytocin 100% | hit rate 0.32% among 320,000 | P30559 | AID 2435;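 active = activation above the mean of all tested compounds plus 3 SD, cutoff set per screening run, cut at about 20% in these data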;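 also: peak over basal fluorescence ratio from a 100 s FLIPR kinetic read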
V1aR counter = counter-screen for oxytocin receptor agonists: human V1a receptor agonists; AID 2797; activation, % at 3 µM; CHO-V1R cells, Fluo-8 calcium fluorescence, agonist mode; 0% DMSO, 100% 3 nM vasopressin; hit rate 0.25% among 320,000; P37288;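 active = activation above the mean activation of all tested compounds plus 3 SD, per screening run, cut at about 20% in these data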;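 also: signal is peak over basal fluorescence ratio across a 100 second FLIPR read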
GPR7 antag = blocks human GPR7 receptor signaling; P48145; GPR7-expressing cells, fluorescence antagonist assay; inhibition, % at 4.4 µM; hit rate 1.1% among 290,000; in the data active = inhibition above about 16%, passing the limit was not always enough;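 also: cells stimulated with the agonist NPW; 0% = agonist with vehicle and 100% = vehicle without agonist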
Target sequence (P48145 whole entry, looked up): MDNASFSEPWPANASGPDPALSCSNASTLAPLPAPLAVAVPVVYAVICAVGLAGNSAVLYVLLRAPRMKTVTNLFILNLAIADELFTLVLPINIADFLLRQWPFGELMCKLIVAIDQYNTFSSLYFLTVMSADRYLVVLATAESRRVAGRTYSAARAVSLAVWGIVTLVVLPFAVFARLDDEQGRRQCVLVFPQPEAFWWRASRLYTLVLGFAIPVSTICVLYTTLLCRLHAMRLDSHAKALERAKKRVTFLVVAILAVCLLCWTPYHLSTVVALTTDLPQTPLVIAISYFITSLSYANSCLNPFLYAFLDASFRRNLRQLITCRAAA
CHO parental Ca = signal in parental CHO cells, OX1R antagonist counter-screen | hit rate 0.63% among 330,000 | inhibition, % at 5.6 µM | parental CHO-K1, ATP-induced calcium, Fluo-8 fluorescence | AID 463079;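 active = inhibition above that plate's mean sample inhibition plus 3 SD, cut at about 26% in these data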;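 also: 0% = ATP-challenged DMSO wells and 100% = DMSO wells without ATP; some compounds past the cut are filed as inactive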
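Material: parental CHO cells / Compound: single nominal dose of 5.6 µM per compound / Signal: Fluo-8 fluorescence / Replicates: singlicate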
Starred values were filed as active, the others as inactive; · = no result given.

SMILES	TAAR1 antag	OXTR potentiator	CHO-K1 Ca antag	CHO-K1 Ca ag	M1 PAM parental	OXTR agonist	V1aR counter	GPR7 antag	CHO parental Ca
Cc1[nH]n(-c2ccccc2)c(=O)c1C=NCc1ccncc1	-14	0	-4	0.8	16	0.7	0.1	-18	-1
CCOC(=O)Cn1nc(NC(=O)c2cc(OC)cc(OC)c2)cc1C	-1	-19	1	-0.4	13	0.4	-1.3	-2	-13
C[C@@H]1CN([C@H](C)CO)C(=O)c2cc(NC(=O)Nc3ccc(F)cc3)ccc2O[C@@H](C)CCCCO[C@H]1CN(C)S(=O)(=O)c1cccs1	7	·	-1	0.6	11	·	·	·	·
COc1ccc(S(=O)(=O)N2CCCC(C(=O)NC3CCCCC3)C2)cc1 (stereo not drawn)	-5	-3	4	-0.2	-5	-0.3	0.4	-6	-16
CC1(C(=O)NC2CCCC2)CCN1C(=O)Cc1ccc(-c2ccccc2)cc1 (stereo not drawn)	-6	·	-18	6.9	16	·	·	·	·
CCC(=O)Nc1cccc(NC(=S)NC(=O)c2ccccc2Cl)c1	29	-21	-9	2.7	16	1.3	3.1	-2	-10
N#C/C(=C\c1ccccc1C(F)(F)F)C(=O)Nc1ccccc1	28	0	3	1.5	-2	1.2	0.4	-4	-8
Cc1ccc(C)c(N2N=C(C(=O)Nc3cccc(S(=O)(=O)N4CCCCC4)c3)CCC2=O)c1	-7	-12	6	1.8	-2	7.9	4.7	·	-10
COc1ccc(CCNC(=O)CCNC(=O)c2ccco2)cc1OC	-13	-5	5	0.1	13	-0.6	-0.7	-8	-9
CC(=O)NC(CCS(C)(=O)=O)C(=O)Nc1cc(C)ccc1C (stereo not drawn)	-13	1	-3	0.0	9	0.1	-0.2	6	1
CC(NCc1ccccc1O)c1ccccc1 (stereo not drawn)	-13	-3	-14	-0.1	18	2.8	3.3	5	3
O=C(CCN1CCCCC1)N/N=C/c1c[nH]c2ccccc12	-6	-5	1	0.1	-4	-1.3	0.5	-18	-6
Cn1c(CNC(=O)c2ccc3c(c2)OCO3)nnc1SCC(=O)Nc1ccccc1F	-4	7	-10	-0.7	14	-0.3	-0.3	-5	-14
N#CCC(=O)Nc1ccc(C(=O)N2CCN(S(=O)(=O)c3ccc4ccccc4c3)CC2)cc1	-8	-1	4	0.0	9	1.0	-0.6	-3	-6
Fc1ccccc1-c1nc2ncccc2o1	-2	-14	-11	0.0	-12	-0.2	0.2	-8	2
CCCCS(=O)(=O)N1CCCC(C(=O)Nc2ccc3c(c2)CCC3)C1 (stereo not drawn)	-21	-14	-15	1.4	5	-0.7	0.1	0	-8
COC(=O)N/N=C(\C)c1cccc(C(F)(F)F)c1	7	6	-6	0.0	9	-1.6	-1.1	1	-9
COc1ccc(CNC(=O)C2CCN(C(=O)c3ccco3)CC2)cc1	-16	0	-13	2.7	23	0.1	0.1	1	-1
COc1ccc(C(=O)Cn2nnc(-c3ccccc3F)n2)cc1	-3	-4	-5	0.5	-12	0.6	1.9	5	-8
COc1ccc(O)c(CN2CCC(n3nccc3NC(=O)c3ccccc3Cl)CC2)c1	12	·	6	0.8	15	·	·	-5	·
Cc1ccc(S(=O)(=O)N2CCN(C(=O)CCC(=O)Nc3ccc(Br)c(C)c3)CC2)cc1	13	·	-7	1.8	-5	·	·	·	·
Cc1ccc(S(=O)(=O)Nc2cccc(N(C)S(C)(=O)=O)c2)cc1[N+](=O)[O-]	7	-16	-2	4.9	-1	8.1	7.0	1	-5
CC(C)(C)c1ccc(C(=O)N/C(=C\c2ccco2)C(=O)Nc2ccccc2C(=O)O)cc1	27	-6	1	1.0	-2	0.4	1.5	-17	4
CC(C)n1ncc2c(C(=O)O)cc(C3CC3)nc21	-1	-2	-15	0.4	27	-0.2	-0.2	-12	-4
NC(=O)C1=C[C@@H](c2csc3ccccc23)C[C@@H](OCc2ccc(CO)cc2)O1	17	-23	-9	5.1	9	5.0	5.2	·	-9

A second format for part of the listing above:
Screens in order: TAAR1 antag | OXTR potentiator | CHO-K1 Ca antag | CHO-K1 Ca ag | M1 PAM parental | OXTR agonist | V1aR counter | GPR7 antag | CHO parental Ca
- Cc1[nH]n(-c2ccccc2)c(=O)c1C=NCc1ccncc1
  -14 | 0 | -4 | 0.8 | 16 | 0.7 | 0.1 | -18 | -1
- CCOC(=O)Cn1nc(NC(=O)c2cc(OC)cc(OC)c2)cc1C
  -1 | -19 | 1 | -0.4 | 13 | 0.4 | -1.3 | -2 | -13
- C[C@@H]1CN([C@H](C)CO)C(=O)c2cc(NC(=O)Nc3ccc(F)cc3)ccc2O[C@@H](C)CCCCO[C@H]1CN(C)S(=O)(=O)c1cccs1
  7 | · | -1 | 0.6 | 11 | · | · | · | ·
- COc1ccc(S(=O)(=O)N2CCCC(C(=O)NC3CCCCC3)C2)cc1 (stereo not drawn)
  -5 | -3 | 4 | -0.2 | -5 | -0.3 | 0.4 | -6 | -16
- CC1(C(=O)NC2CCCC2)CCN1C(=O)Cc1ccc(-c2ccccc2)cc1 (stereo not drawn)
  -6 | · | -18 | 6.9 | 16 | · | · | · | ·
- CCC(=O)Nc1cccc(NC(=S)NC(=O)c2ccccc2Cl)c1
  29 | -21 | -9 | 2.7 | 16 | 1.3 | 3.1 | -2 | -10
- N#C/C(=C\c1ccccc1C(F)(F)F)C(=O)Nc1ccccc1
  28 | 0 | 3 | 1.5 | -2 | 1.2 | 0.4 | -4 | -8
- Cc1ccc(C)c(N2N=C(C(=O)Nc3cccc(S(=O)(=O)N4CCCCC4)c3)CCC2=O)c1
  -7 | -12 | 6 | 1.8 | -2 | 7.9 | 4.7 | · | -10
- COc1ccc(CCNC(=O)CCNC(=O)c2ccco2)cc1OC
  -13 | -5 | 5 | 0.1 | 13 | -0.6 | -0.7 | -8 | -9
- CC(=O)NC(CCS(C)(=O)=O)C(=O)Nc1cc(C)ccc1C (stereo not drawn)
  -13 | 1 | -3 | 0.0 | 9 | 0.1 | -0.2 | 6 | 1
- CC(NCc1ccccc1O)c1ccccc1 (stereo not drawn)
  -13 | -3 | -14 | -0.1 | 18 | 2.8 | 3.3 | 5 | 3

Additional structures follow:
SMILES	TAAR1 antag	OXTR potentiator	CHO-K1 Ca antag	CHO-K1 Ca ag	M1 PAM parental	OXTR agonist	V1aR counter	GPR7 antag	CHO parental Ca
O=C(CCN1CCOCC1)NNC(=O)Nc1cccc(Cl)c1	-29	·	-4	1.4	0	·	·	-10	·
CCN(CC)CCN(C(=O)C1=COCCO1)c1nc2cc3c(cc2s1)OCO3	-13	-2	3	-0.1	13	1.4	0.0	-2	9
O=C(Nc1nnc([C@@H]2C[C@H](O)[C@@H](CO)O2)s1)c1cccc2ccccc12	-7	·	4	0.4	-6	·	·	·	·
CS(=O)(=O)N(CCc1ccccc1)CC(=O)Nc1ccc(Br)cc1F	7	-19	-13	2.6	23	2.8	3.1	-2	-4
COC(=O)/C=C1/S/C(=N/N=C/c2ccc(N(C)C)cc2)NC1=O	·	3	·	·	·	1.5	0.1	-9	-8
O=C(Cc1ccccc1[N+](=O)[O-])Nc1ccc2c(c1)OCCO2	4	-2	-5	0.0	19	-1.6	-0.9	10	0
C#CCSc1nc(Cc2ccc(Cl)cc2)nc2ccccc12	30	-5	5	0.0	0	0.5	0.3	-4	-30
O=C1CC(C(=O)NC2CCCCC2)C2(CCCCC2)O1 (stereo not drawn)	4	-5	-6	1.4	25	0.5	0.3	5	-3
O=C(CSc1nnc(-c2ccc(NS(=O)(=O)c3ccccc3)cc2)o1)NCC1CCCO1 (stereo not drawn)	-2	-14	-3	-0.1	1	0.1	-0.2	-8	-2
CCn1c(SCC(=O)Nc2nc(-c3ccccc3)cs2)nnc1-c1ccccc1	26	-9	-18	4.8	21	-0.7	2.7	-11	-14
Cc1cc(N/C=C/C(=O)c2cccc3ccccc23)no1	6	-8	-23	3.0	9	-0.1	1.4	-3	-22
COc1ccc(C(CC(=O)Nc2ccc(C)cn2)N2Cc3ccccc3C2=O)cc1 (stereo not drawn)	-20	-9	6	6.0	-6	1.7	0.1	6	-28
CCn1c(=O)n(CC)c2cc(N3CCCC3)c(NC(=O)c3ccc(C)c([N+](=O)[O-])c3)cc21	-33	-4	3	0.3	3	-2.1	-1.8	-9	-25
Cc1c(C(=O)OCC(=O)N2CCCC(C)C2)oc2ccccc12 (stereo not drawn)	9	-6	-10	1.7	10	-0.7	-0.9	·	-13
CCOC(=O)c1oc2ccccc2c1CSc1nnnn1-c1ccccc1	4	-2	6	0.4	-6	0.4	0.4	-13	-14
CCCCC(=O)Nc1cccc(NC(=O)c2cccc([N+](=O)[O-])c2)c1	-2	-11	5	3.4	1	-0.3	0.6	3	-8
CN(/N=C/c1cccs1)c1cc(=O)n(C)c(=O)[nH]1	-9	-12	-3	-0.1	9	-0.2	0.0	-15	8
NC(=O)c1cc([N+](=O)[O-])ccc1NCc1cccc(N)c1	0	0	-10	0.9	-16	2.7	0.5	·	-12
O=C(CCn1nc(-c2ccc(Cl)cc2)c2ccccc2c1=O)NCCN1CCOCC1	7	-9	9	0.1	-5	-1.9	0.3	-5	-15
COC(=O)CN1C(=O)[C@H]2[C@@H](c3ccc(C)o3)N3C(=O)CN(CCO)C(=O)[C@@]3(C)[C@H]2C1=O	-2	4	-24	0.9	22	-1.1	0.8	-7	-3
O=C(CN1C(=O)c2ccccc2S1(=O)=O)NCc1ccc(F)cc1	-3	-7	63*	0.6	1	-0.3	2.9	-13	8
Cc1ccc(O)c(-c2cc(C(=O)Nc3ccc(S(=O)(=O)Nc4nccc(C)n4)cc3)[nH]n2)c1	-20	-3	-8	0.1	-11	-0.3	-0.5	-5	-9
CN1CCN(c2cc(C(F)(F)F)nc(-c3ccccn3)n2)CC1	-3	-6	-9	-0.3	15	-0.8	-0.6	-17	-5
CC1(C)COCN1C(=O)c1ccc(C#N)cc1	-6	-9	11	0.0	2	1.1	0.6	1	-5
COc1ccccc1-c1nn(Cc2ccccc2)cc1/C=C/C(=O)O	-16	4	-15	0.4	27	-0.1	0.6	-17	-5
Cn1c(C(=O)NCCN2CCc3ccccc3C2)cc2c(=O)n(C)c3ccccc3c21	26	-1	0	3.4	13	-0.6	1.9	-9	-14
S=c1[nH]nc(COc2ccc(Cl)cc2)n1Cc1ccccc1	8	-7	-6	2.9	23	-0.4	3.2	0	8
CCOc1ccc(Nc2nnc(Cc3ccc(OC)cc3)c(=O)[nH]2)cc1	13	-1	11	-0.4	-5	-1.7	0.8	1	-8
COc1ccc(CCNC(=O)CSCc2ccc([N+](=O)[O-])cc2)cc1	-3	-6	4	0.8	-3	-0.6	1.4	0	1
CCOC(=O)C1=C(C)NC(C)=C(C(=O)OCC)C1C(=O)OCC(=O)NC	-20	-2	1	0.2	-6	0.5	0.8	-6	-5

High-throughput results as filed in PubChem.
